Ins promoter up: insulin promoter activators in MIN6 cells, imaging, high-content screening, mouse beta cells | 0.3% of 190,000 active | MIN6 insulin promoter-GFP reporter; hits give high values | z-score at 5 µM | AID 1625, 2009;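 active = z-score above 3 at 5 µM with at least 500 cells counted in the well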
Lipid droplet: inhibitors of hepatocyte lipid droplet formation, primary screen, imaging, high-throughput imaging, BODIPY stain | inhibition, % at 6.5 µM | AML12 mouse hepatocytes, oleate lipid droplets | 0.4% of 240,000 active;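 active = lipid droplet intensity inhibited by at least 50%, with more than 500 cells counted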
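Material: mouse AML12 hepatocyte cell line, fixed after treatment; Timing: compound with oleate, overnight; Technique: high-content imaging of BODIPY-stained droplets and DAPI nuclei; Probe or stimulus: oleate, 100 µM final; Dosing: compound at 6.5 µM only.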
Dynein cargo inh: inhibitors of GR-EGFP nuclear translocation, primary screen, dynein cargo transport inhibitor project, imaging, high-content, 3617.4 mouse cells. test concentration mostly 20 µM; stimulated with dexamethasone, 1 µM; hits give low values. z-score, hits read low. 0.47% of 220,000 active;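 active = plate z-score of nuclear minus cytoplasmic receptor signal below a set negative limit, without overly bright fluorescence or cell loss, cut at about -3.5 in these data, passing the limit was not always enough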;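 note: z-score of nuclear minus cytoplasmic ring GR-EGFP intensity difference per well; some compounds called inactive have numbers as strong as hits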
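medium = tetracycline-free induction medium containing charcoal-stripped FBS | also added = 1.0 µM final dexamethasone stimulus | schedule = 48 h induction, 1 h compound, 30 min dex at 37 °C | technique = fixed, Hoechst-stained cells imaged at 10x for EGFP | measure = GR-EGFP nuclear translocation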
WT yeast gro inh: growth inhibition of WT strain, primary screen, mitochondrial fusion inhibitor project, WT and mutant strains, chemical genetic. AID 1362, 2008. mitochondrial fusion phenotypic screen. 2.1% of 190,000 active. inhibition, % at 10 µM; in the data active = inhibition above about 58%; tested in S. cerevisiae
MT stabilize HCS: microtubule stabilizers in HeLa cells, primary screen, imaging, high-content imaging; % tubulin-high responders, % at 10 µM; HeLa tubulin immunostaining HCS, 24 h; share of cells brighter than vehicle mean+2SD; 0.83% of 200,000 active; AID 2205, 2009;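 active = plate Z-score above 3 for both tubulin-high and condensed-nucleus cell shares, with cell loss under 80%, at 10 µM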;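 note: anti alpha tubulin signal scored within the nucleus-defined area of each cell; some results filed as inactive read as strong as hits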
b-catenin transl: modulators of beta-catenin nuclear translocation, primary screen, imaging, HeLa cells, immunofluorescence, high-content; 0.3% of 190,000 active; nuclear translocation activity, % at 5 µM;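 active = nuclear translocation activity above 50% at 5 µM, with a well cell count of 50 or more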;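 note: per-cell ratio of nuclear to cytoplasmic median beta-catenin stain intensity; plate controls were DMSO negative control for no effect and GSK-3 inhibitor IX positive control for full effect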
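Signal – beta-catenin immunofluorescence imaging with DAPI · Test system – human HeLa cell line · Dosing – 5 µM primary single dose, 0.1% DMSO, 0.02–20 µM confirmation series · Measure – % activation, nuclear-to-cytoplasmic median beta-catenin signal ratio per cell · Incubation – 24 h compound exposure at 37°C, 5% CO2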
Autophagy mod: autophagy modulators in MEF cells, primary screen, imaging, high-content, MEF GFP-LC3 | calls only at 10 µM (by protocol) | AID 463193, 2010 | 0.98% of 190,000 active | MEF GFP-LC3 puncta imaging; test concentration mostly 10 µM;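 active = percentage of spot-positive cells more than 3 SD above its plate mean, without a fluorescence outlier flag or 80% toxicity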;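 note: spot-positive cell cutoff set from DMSO-treated cells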
XIAP antagonists: XIAP antagonists, biochemical, IAP family, fluorescence polarization (AID 1018); E3 ubiquitin-protein ligase XIAP (Homo sapiens); XIAP BIR domain, fluorescence polarization peptide displacement; higher % means a stronger effect; displacement, % at 20 µM; hits with a dose series show IC50 in µM; 0.007% of 200,000 active; in the data active = displacement above about 50%; note: a part of the inactive calls stands beside numbers as strong as those of hits
CSM14.1 death rescue: rescue of cells from ER stress-induced death, primary screen, 384-well, CSM14.1, thapsigargin, ATP luminescence (AID 1222) | CSM14.1 thapsigargin-induced death rescue, ATP luminescence; higher % means a stronger effect | cellular ATP content (survival), % at 20 µM, or EC50 in µM where a hit was titrated | 190,000 tested, under 10 active;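 active = EC50 below 50 µM in the dose-response confirmation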;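 note: death triggered by thapsigargin at about 15 µM added after 2 h compound pretreatment; cell ATP read after overnight thapsigargin exposure of roughly 18 to 22 hours; normalized against plate controls of thapsigargin alone and 5% DMSO vehicle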
WT yeast gro inh mutant strain: also measured in WT yeast gro inh; calls as there; inhibition, %; mitochondrial fusion phenotypic screen, mutant strain inhibition
Dynein cargo inh cytoplasmic EGFP: further read-out of Dynein cargo inh, marked with its call; z-score; measured here: cytoplasmic GR-EGFP intensity; hits give high values
Dynein cargo inh nuclear GR-EGFP: also measured in Dynein cargo inh; calls as there; z-score; measured here: nuclear GR-EGFP intensity;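 lower value marks the stronger effect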
Dynein cargo inh cell count: also measured in Dynein cargo inh; calls as there; z-score; measured here: cell count per field
Ins promoter up cell count: further read-out of Ins promoter up, marked with its call; cell count; measured here: cytotoxicity, nuclei count;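 total cells summed across four imaged fields per well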
Lipid droplet cells 6.5 µM: second read-out of Lipid droplet, no call of its own (marks repeat the call); cell count; measured here: cell count, cytotoxicity flag;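 cells counted across two imaged fields per well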
b-catenin transl cell count 5 µM: further read-out of b-catenin transl, marked with its call; cell count; measured here: cell count, cytotoxicity flag
MT stabilize HCS Hoechst-high %: recorded beside MT stabilize HCS, whose call it bears; % Hoechst-high responders; measured here: nuclear condensation Hoechst responders;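 share of cells brighter than vehicle mean plus two SD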
MT stabilize HCS cytotoxicity %: further read-out of MT stabilize HCS, marked with its call; toxicity, %; measured here: cytotoxicity by cell density;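 0% = mean cell density of plate MIN control wells and 100% = no cells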
Autophagy mod cell loss 18 h: further read-out of Autophagy mod, marked with its call; toxicity, %; measured here: cell loss, nuclei count;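 cell loss after 18 h compound exposure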
* marks the source's active call; other numbers are inactive results; i = inactive; / = not tested or not shown.

Preview (five entries):
SMILES	Ins promoter up	Ins promoter up cell count	Lipid droplet	Lipid droplet cells 6.5 µM	Dynein cargo inh	Dynein cargo inh cytoplasmic EGFP	Dynein cargo inh nuclear GR-EGFP	Dynein cargo inh cell count	WT yeast gro inh	WT yeast gro inh mutant strain	MT stabilize HCS	MT stabilize HCS Hoechst-high %	MT stabilize HCS cytotoxicity %	b-catenin transl	b-catenin transl cell count 5 µM	Autophagy mod	Autophagy mod cell loss 18 h	XIAP antagonists	CSM14.1 death rescue
Cc1c(Cl)c([N+](=O)[O-])nn1CCCC(=O)Nc1c(Cl)cccc1Cl	0.25	1567	4.3	708	0.217	0.497	1.05	-0.146	10.5	-1.2	2.7	2.3	3.4	-0.6	1041	i	20.8	-10.3%	-2.2%
CCOC(=O)c1ccc(NC(=O)c2cccc(S(=O)(=O)N3c4ccccc4CC3C)c2)s1 (stereo not drawn)	-2.71	1021	-28.6	595	-0.000141	-0.267	-0.384	0.622	29.7	3.4	2.9	3.9	5.7	/	/	i	17.2	-14.0%	-5.0%
Oc1ccc(N=Nc2cccc(Cl)c2)cc1C=Nc1ccc(N2CCOCC2)cc1	-0.39	1470	20.8	617	0.589	-0.218	0.0737	-0.388	21.9	4.6	2.8	1.2	10.2	-0.3	1087	i	13.9	-2.5%	-0.3%
O=C(CSc1nc(-c2ccccc2Cl)ns1)Nc1ccc2c(c1)OCO2	0.94	1456	-9.3	672	0.35	0.088	0.794	-0.613	-6.8	-5.6	2.8	3.2	11.7	2.8	1148	i	-2.1	-2.2%	1.4%
COC(=O)CC1(c2ccc(OC)cc2)C(=O)c2ccccc2C1=O	-0.48	1123	9.2	729	-0.00996	-0.199	-0.0712	0.183	/	/	/	/	/	0.9	1259	/	/	/	/

Main list, previewed entries included:
SMILES	Ins promoter up	Ins promoter up cell count	Lipid droplet	Lipid droplet cells 6.5 µM	Dynein cargo inh	Dynein cargo inh cytoplasmic EGFP	Dynein cargo inh nuclear GR-EGFP	Dynein cargo inh cell count	WT yeast gro inh	WT yeast gro inh mutant strain	MT stabilize HCS	MT stabilize HCS Hoechst-high %	MT stabilize HCS cytotoxicity %	b-catenin transl	b-catenin transl cell count 5 µM	Autophagy mod	Autophagy mod cell loss 18 h	XIAP antagonists	CSM14.1 death rescue
Cc1c(Cl)c([N+](=O)[O-])nn1CCCC(=O)Nc1c(Cl)cccc1Cl	0.25	1567	4.3	708	0.217	0.497	1.05	-0.146	10.5	-1.2	2.7	2.3	3.4	-0.6	1041	i	20.8	-10.3%	-2.2%
CCOC(=O)c1ccc(NC(=O)c2cccc(S(=O)(=O)N3c4ccccc4CC3C)c2)s1 (stereo not drawn)	-2.71	1021	-28.6	595	-0.000141	-0.267	-0.384	0.622	29.7	3.4	2.9	3.9	5.7	/	/	i	17.2	-14.0%	-5.0%
Oc1ccc(N=Nc2cccc(Cl)c2)cc1C=Nc1ccc(N2CCOCC2)cc1	-0.39	1470	20.8	617	0.589	-0.218	0.0737	-0.388	21.9	4.6	2.8	1.2	10.2	-0.3	1087	i	13.9	-2.5%	-0.3%
O=C(CSc1nc(-c2ccccc2Cl)ns1)Nc1ccc2c(c1)OCO2	0.94	1456	-9.3	672	0.35	0.088	0.794	-0.613	-6.8	-5.6	2.8	3.2	11.7	2.8	1148	i	-2.1	-2.2%	1.4%
COC(=O)CC1(c2ccc(OC)cc2)C(=O)c2ccccc2C1=O	-0.48	1123	9.2	729	-0.00996	-0.199	-0.0712	0.183	/	/	/	/	/	0.9	1259	/	/	/	/
COc1cc2oc3ccccc3c2cc1N(CC(=O)N(C)C)S(=O)(=O)c1ccccc1	-0.37	1321	-7.6	705	0.559	0.037	0.786	0.55	-11.2	86.7	2.4	1.3	8.6	0.2	1210	i	-1.2	-3.3%	0.3%
O=C(NNC(=S)NCc1ccc(Cl)cc1)c1ccc2c(c1)OCO2	0	1544	5.2	717	-0.215	-0.285	0.154	-0.297	9.1	-2.5	2.5	2.0	4.7	1.8	965	i	15.4	-5.4%	0.8%
COc1ccc(Oc2nc(C)cc(C)c2S(C)(=O)=O)cc1	-0.18	1599	/	/	-0.425	-0.195	0.475	-0.424	14.6	0.3	2.6	2.3	3.3	0.6	1327	i	18.8	-3.3%	-0.6%
CC(C)P(=O)(c1cccc(C(=O)O)c1)C(C)C	-0.49	1409	-2.2	576	-1.03	0.812	0.0216	-0.0731	-2.4	21.0	1.5	2.1	5.4	-2.3	1095	i	-11.2	-5.3%	2.4%
COC(=O)C(C)NC(=O)C(C)NC(=O)OCc1ccccc1 (stereo not drawn)	-0.03	1811	6.7	629	-0.282	-0.112	0.2	-0.0807	-31.4	-43.3	5.6	1.2	3.9	0.8	983	i	-33.8	0.8%	-3.3%
O=C(NCC1CCCO1)c1ccc(Oc2ccc([N+](=O)[O-])cc2Cl)cc1 (stereo not drawn)	-0.63	1356	-25.1	630	-0.58	-0.366	0.0525	0.505	3.9	9.3	3.1	3.1	5.4	1.7	1517	i	12.9	-7.6%	2.4%
C=CCN1c2ccccc2[C@]23C[C@@H](C(=O)OC)N(C(=O)c4ccco4)C2=NC(C(=O)OC)=C(C(=O)OC)[C@H]13	0.55	908	-9.9	669	0.553	-0.69	0.282	-0.739	/	/	/	/	/	-0.3	1189	/	/	/	/
Cc1cccn2c(=O)c3cc(C#N)c(=N)n(Cc4ccncc4)c3nc12	/	/	-0.5	740	-0.469	2	0.504	0.267	-10.8	-6.5	1.8	1.5	2.3	9.7	506	i	-36.0	-2.3%	-1.6%
O=C1c2ccccc2C(=O)N1Cc1cc(-c2ccccc2)no1	0.84	1881	-34.3	677	1.65	-0.192	0.0486	-0.333	1.3	-7.2	1.7	0.9	5.1	-2.1	1109	i	-7.3	-4.8%	-3.1%
Nc1nc(N)c2c(ccc3nccc32)[nH]1	-0.36	1279	-24.0	373	-0.109	-0.282	-0.32	0.299	/	/	/	/	/	-3.6	1177	/	/	/	/
O=C(O)COc1ccc(C(=O)c2ccccc2)cc1	-0.79	965	1.1	617	-0.98	-0.358	-0.234	0.425	-4.0	5.3	5.5	2.4	0.4	0.7	1055	i	34.7	-6.9%	1.7%
COc1ccc(C2CC(=O)c3sc(N)nc3C2)cc1 (stereo not drawn)	-0.19	1386	/	/	-1.45	-0.153	-0.648	1.19	-4.3	58.1	3.5	1.9	16.3	-0.5	1117	i	1.0	2.4%	3.5%
CCOC(=O)C1=NN(C(=O)COc2ccccc2)C(O)(c2ccc(Br)cc2)C1 (stereo not drawn)	0.16	1524	-19.2	715	0.147	-0.017	0.389	-0.838	-3.4	-17.0	4.2	1.5	7.8	-0.6	1408	i	-20.7	-4.8%	-3.1%
CSCC[C@H](NC(=O)CCNC(C)=O)c1nc2ccccc2[nH]1	0.19	833	12.8	831	0.751	-0.199	0.402	0.588	/	/	3.3	1.9	2.9	-7.1	1147	i	-6.0	-2.7%	-2.3%
CCCC(=O)N1CCN(c2ccc(NC(=O)c3ccco3)cc2)CC1	-0.63	1465	/	/	0.00541	-0.165	0.194	-0.292	32.3	10.0	5.0	3.0	6.0	-6.8	984	i	6.5	-4.0%	0.4%
NC(=O)CC(NC(=O)Cc1ccc(Br)cc1)c1ccc(NCCOc2ccccc2)c([N+](=O)[O-])c1 (stereo not drawn)	-1.08	896	21.0	693	-0.711	3.63	0.0593	-0.274	/	/	/	/	/	-0.6	1297	/	/	/	/
COc1ccc(OCCNC(=O)c2ccccc2OCC(=O)Nc2ccc(NC(C)=O)cc2)cc1	0.28	1209	5.1	665	-0.499	-0.3	-0.644	1.09	20.4	-21.2	1.8	1.7	6.9	-0.1	947	i	-4.6	-11.3%	-2.6%
COc1cc(C)c(Cl)cc1S(=O)(=O)n1cnc2ccccc21	/	/	-19.6	777	-0.534	0.135	-0.141	0.865	7.0	17.9	1.3	1.5	4.5	-8.0	1172	i	-12.4	-0.5%	1.2%
O=C(Cc1ccccc1)NCCc1ccc(Cl)cc1Cl	-0.47	1341	-0.9	618	-0.803	-0.113	0.115	-0.388	-12.9	0.1	1.9	2.0	7.1	2.1	957	i	-4.0	2.1%	-0.8%
CCOC(=O)c1cc2c(=O)n3ccccc3nc2n(Cc2ccco2)c1=NC(=O)c1cccc(OC)c1	-0.35	999	2.5	691	1.05	-0.166	0.404	-0.207	1.3	-7.0	3.3	2.5	11.6	0.2	1027	i	24.5	-1.3%	1.1%
CCCCN(C(=O)CSc1nncn1-c1ccccc1OC)c1c(N)n(Cc2ccccc2)c(=O)[nH]c1=O	0.23	1157	-17.8	592	0.185	-0.307	0.595	-0.801	11.1	-0.1	4.7	2.3	24.8	1.2	994	i	8.2	-6.1%	-0.8%
CC(C)Sc1sc(C(=O)O)c(-c2ccc(Cl)cc2)c1C#N	-0.41	1277	2.0	726	-0.202	-0.289	-0.223	0.928	/	/	/	/	/	1.6	1299	/	/	/	/
CCC(=O)NCCSc1c[nH]c2ccccc12	0.01	1522	/	/	-0.71	-0.251	-0.196	0.756	-12.4	-108.2	1.5	1.5	4.6	4.8	1366	i	6.0	-10.6%	-1.9%
CC(=O)N1C(C)(C)CC(=NOC(=O)c2ccc(C)cc2)CC1(C)C	/	/	-2.8	687	1.27	-0.16	0.879	-0.679	13.2	7.8	2.8	1.2	13.3	1.1	1296	i	-33.1	2.7%	-0.5%

Source: PubChem (several laboratories)
